Screening results deposited in PubChem BioAssay by National Center for Advancing Translational Sciences (NCATS).
DT40 TDP1 CPT = DT40-hTDP1 cell growth loss with CPT | chicken DT40 Tdp1-/-;hTDP1 cells + 20 nM CPT, ATP luminescence, 48 h | Potency, µM (doses to about 46.2 µM), for the others: at the top dose activity change, negative = growth inhibition, actives largely listed as inhibitors | 420,000 compounds, 12% hits | AID 686979; further: nearly all actives have a fitted effect of over 55% in size
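Cell growth measured by CellTiter-Glo luminescence after a minimum 48 h, 37 C compound exposure with 20 nM CPT in Tdp1-knockout DT40 cells stably expressing hTDP1, seeded 400/well; qHTS titration format.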
GCN5L2 inh = GCN5L2 (KAT2A) acetyltransferase inhibition | Q92830 | GCN5L2 HAT assay, ThioGlo1 CoA-SH fluorescence | AID 504327 | 390,000 compounds, 0.21% hits | Potency, µM (titrated, usually from 58.9 µM), inactives show at the top dose activity change, negative = inhibition, usual class: inhibitors
Target sequence (Q92830 whole entry, looked up): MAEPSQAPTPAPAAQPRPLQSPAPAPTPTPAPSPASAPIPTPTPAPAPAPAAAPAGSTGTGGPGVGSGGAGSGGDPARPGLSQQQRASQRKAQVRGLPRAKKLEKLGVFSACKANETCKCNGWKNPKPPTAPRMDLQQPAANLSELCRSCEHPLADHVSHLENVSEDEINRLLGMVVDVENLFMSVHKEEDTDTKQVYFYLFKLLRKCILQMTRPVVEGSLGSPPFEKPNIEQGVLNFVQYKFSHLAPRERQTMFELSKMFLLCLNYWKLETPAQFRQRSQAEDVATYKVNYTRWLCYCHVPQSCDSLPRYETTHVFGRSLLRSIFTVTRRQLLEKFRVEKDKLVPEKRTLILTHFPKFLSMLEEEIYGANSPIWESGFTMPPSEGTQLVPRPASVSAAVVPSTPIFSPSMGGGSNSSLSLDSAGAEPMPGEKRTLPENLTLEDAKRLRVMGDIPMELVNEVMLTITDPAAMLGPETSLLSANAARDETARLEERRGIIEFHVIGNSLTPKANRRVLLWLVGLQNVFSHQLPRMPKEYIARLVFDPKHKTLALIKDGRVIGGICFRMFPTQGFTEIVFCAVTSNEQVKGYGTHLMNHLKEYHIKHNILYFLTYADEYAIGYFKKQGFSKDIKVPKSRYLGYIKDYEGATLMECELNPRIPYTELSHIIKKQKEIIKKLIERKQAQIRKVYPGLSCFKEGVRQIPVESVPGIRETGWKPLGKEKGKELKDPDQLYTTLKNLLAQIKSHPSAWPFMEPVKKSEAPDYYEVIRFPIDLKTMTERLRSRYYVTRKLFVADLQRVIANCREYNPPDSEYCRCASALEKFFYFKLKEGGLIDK
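ThioGlo1-coupled HAT assay: 20nM GCN5L2, 70uM acetyl-CoA, 75uM H3(1-25) peptide, pH 7.5. Fluorescence read at 340/540nm at start and after 20 min at room temperature.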
FEN1 inhibitor = inhibitors of human flap endonuclease 1. 390,000 compounds, 0.35% hits. P39748. AID 588795. Recombinant FEN1 flap cleavage, fluorescence, 15 min. Potency, µM (series often up to 114 µM), for inactives: at the highest dose activity change, negative = inhibition, hits mostly inhibitors; further: nearly all actives have a fitted effect of over 65% in size
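Read-out was taken twice, immediately and after 15 min, following addition of 50 nM substrate to 10 nM FEN1 that had sat with test compound for 15 min at room temperature. Curves came from a four-parameter Hill model.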
* hit, by the source's call; ? = inconclusive; . = not tested or not shown. The call rests on the fitted dose curve; in most records, active means well fitted curve in the direction sought with a large enough effect; inconclusive means small, poorly fitted or top-dose-only effect, or another doubt; inactive means no such curve, though single readings can be large; an effect the other way counts as inactive or inconclusive. On the % scale 0 is the no-effect control and ±100 the full control effect; potency means the concentration at half of the fitted maximal effect.

SMILES	DT40 TDP1 CPT	GCN5L2 inh	FEN1 inhibitor
O=C(N/N=C/c1ccc(Cl)c([N+](=O)[O-])c1)c1cc(-c2ccc3c4c(cccc24)CC3)n[nH]1	-28%	-5%	3%
Cc1c(C(=O)OCC[N+]2(C)CCCCC2)oc2ccccc12	-22%	-8%	3%
CCC(=O)Nc1nonc1-c1nc2ccccc2n1CCC(C)C	?	-2%	-2%
Cc1ccc(C(=O)Nc2ccc3oc(-c4cccnc4)nc3c2)c(Cl)c1	-28%	-3%	-15%
CCOc1ccccc1N1CCN(C(=O)c2ccc(S(=O)(=O)Nc3ccccc3)cc2)CC1	18µM*	-28%	-5%
COc1ccc(/C(=C\Nc2ccc(C)c(C)c2)C(C)=O)cc1OC	?	-9%	-10%
CCCN=C1N(CC)C[C@@H]2[C@@H]3C(=O)N(Cc4ccccc4)C(=O)[C@@H]3[C@](C)(C(=O)OC)N12	2%	-5%	19%
COC(=O)c1ccc(N2NC(=O)/C(=C/c3cc(OC)c(O)c(OC)c3)C2=O)cc1	-26%	10%	0%
N#CC(c1ccc([N+](=O)[O-])cc1)C(CC(=O)c1ccccc1)c1ccccc1 (configuration not stated)	?	.	-14%
O=C1N=c2ccccc2=C1c1sc(=S)n(NC(=O)c2ccccc2)c1O	18µM*	-1%	8%
CC(C)N1C(=O)CCC1C(=O)O (configuration not stated)	7%	1%	2%
CS(=O)(=O)N(CC(=O)N/N=C/c1ccccn1)c1ccc(Oc2ccccc2)cc1	?	-2%	10%
O=C(c1ccccc1Cl)N1c2ncnn2C2(CCCCC2)[C@@H]2CCCC[C@@H]21	-29%	-10%	13%
O=S(=O)(NCc1ccc(F)cc1)c1cc(Br)ccc1Br	?	-6%	?
Cc1cccc(-c2nnc(SCC(=O)N3CCCCC3)o2)c1	?	-8%	-1%

3 records drawn at random from those above:
SMILES	DT40 TDP1 CPT	GCN5L2 inh	FEN1 inhibitor
Cc1ccc(C(=O)Nc2ccc3oc(-c4cccnc4)nc3c2)c(Cl)c1	-28%	-3%	-15%
COc1ccc(/C(=C\Nc2ccc(C)c(C)c2)C(C)=O)cc1OC	?	-9%	-10%
O=S(=O)(NCc1ccc(F)cc1)c1cc(Br)ccc1Br	?	-6%	?

Additional entries:
SMILES	DT40 TDP1 CPT	GCN5L2 inh	FEN1 inhibitor
O=C(CCNC(=O)c1ccc(Cl)cc1)NCC(c1ccco1)N1CCCCC1 (configuration not stated)	-15%	0%	-10%
COc1ccc(C(=O)Cn2c(=O)oc3ccc(C)cc32)cc1	-21%	-16%	4%
CCSc1ncc(Cl)c(C(=O)Nc2c(C(=O)Nc3cccc(C)c3)oc3ccccc23)n1	-17%	1%	4%
C=C(C)c1cccc(C(C)(C)NC(=O)NCc2ccc(OC)cc2)c1	8%	2%	-2%
CC(=O)c1ccc(N2CCN(c3ccc(NC(=O)c4ccc(F)cc4)cc3C(=O)O)CC2)cc1	1%	-2%	-10%
COc1cc(OC)cc(C(=O)NCC(=O)OCc2csc(-c3ccccc3)n2)c1	16µM*	-5%	7%
CCN(CC)C(=O)Cn1cc(C(=O)C(=O)N2CCN(Cc3ccc4c(c3)OCO4)CC2)c2ccccc21	?	-12%	0%
COc1ccccc1NCC(=O)NC(=O)NC1CCCCC1	?	1%	8%
O=C(NCCC1=CCCCC1)c1cc(S(=O)(=O)N2CCOCC2)ccc1Cl	?	3%	-8%
Cc1ccc(S(=O)(=O)Nc2nccs2)cc1[N+](=O)[O-]	-8%	-1%	-3%
NC(=O)c1ccccc1N1CCCCC1	?	1%	2%
COc1cccc(CNS(=O)(=O)c2ccc(-c3cc(C(F)(F)F)on3)s2)c1	?	-17%	7%
COc1ccc(C(=O)N2CCN(S(=O)(=O)N3CCOCC3)CC2)cc1OC	-3%	-5%	22%
COc1ccc(C(=O)/C=C/c2ccc(OC)c(COc3ccccc3F)c2)cc1	26µM*	-9%	-6%
O=C(COC(=O)c1ccc[nH]c1=O)NCCc1ccc(Cl)cc1Cl	0%	-4%	-6%

Reformatted in markdown: 2 of the compounds above
| Compound | DT40 TDP1 CPT | GCN5L2 inh | FEN1 inhibitor |
| --- | --- | --- | --- |
| O=C(CCNC(=O)c1ccc(Cl)cc1)NCC(c1ccco1)N1CCCCC1 (configuration not stated) | -15% | 0% | -10% |
| COc1ccc(C(=O)Cn2c(=O)oc3ccc(C)cc32)cc1 | -21% | -16% | 4% |

The results go on:
SMILES	DT40 TDP1 CPT	GCN5L2 inh	FEN1 inhibitor
CCCN1CCN(C(c2cc3cc4c(cc3[nH]c2=O)OCO4)c2nnnn2C(C)(C)C)CC1 (configuration not stated)	?	-2%	7%
O=C(Cc1cccs1)Nc1ccc(F)c(F)c1	-11%	-1%	6%
C=CCn1c(O)c(N=NC(=S)Nc2ccc(OC)cc2)c2ccccc21	3.7µM*	-7%	-4%
C=CCn1cnc2sc(C(=O)Nc3ccccc3OC)c(C)c2c1=O	-15%	-6%	-4%
CCOC(=O)Cc1nnc(Nc2ccc(C(=O)NC)cc2)c2ccccc12	?	-8%	3%
CSc1ccccc1NS(=O)(=O)c1cccc2nonc12	2%	-7%	15%
Cn1cccc1C(=O)N1CCC2(CCCN(C(c3ccccc3)c3ccccc3)C2)CC1	?	-3%	.
O=C(NC(=S)NCc1ccncc1)c1ccccc1	-1%	-4%	15%
COc1cccc(-c2noc(-c3cc4ccccc4oc3=O)n2)c1OC	-8%	-11%	-1%
COC(=O)C1=C(C)NC(C)=C(C(=O)OCC(C)C)C1c1ccccc1[N+](=O)[O-] (configuration not stated)	6.5µM*	14%	?
CN1C2CCC1CC(NS(=O)(=O)c1ccc(C#N)cc1)C2 (configuration not stated)	-6%	-7%	-3%
CCOc1ccc(S(=O)(=O)NCCCn2ccnc2)cc1NC(C)=O	4%	-1%	-1%
O=C(NCc1ccc2c(c1)CCO2)Nc1cccc(C(F)(F)F)c1	-9%	-1%	-3%
O=C(CSc1cccc[n+]1[O-])NCC1CCCCC1	2%	3%	20%
Cc1nc(-c2ccccc2)nc2[nH]c(C(C)C)cc(=O)c12	?	2%	0%

Full records as entered above. Order of screens: DT40 TDP1 CPT, GCN5L2 inh, FEN1 inhibitor
Entry for Cc1nc(-c2ccccc2)nc2[nH]c(C(C)C)cc(=O)c12 → ?, 2%, 0%
Entry for COc1cccc(CNS(=O)(=O)c2ccc(-c3cc(C(F)(F)F)on3)s2)c1 → ?, -17%, 7%
Entry for Cc1ccc(C(=O)Nc2ccc3oc(-c4cccnc4)nc3c2)c(Cl)c1 → -28%, -3%, -15%
Entry for O=C1N=c2ccccc2=C1c1sc(=S)n(NC(=O)c2ccccc2)c1O → 18µM*, -1%, 8%
Entry for Cc1ccc(S(=O)(=O)Nc2nccs2)cc1[N+](=O)[O-] → -8%, -1%, -3%

Next part:
SMILES	DT40 TDP1 CPT	GCN5L2 inh	FEN1 inhibitor
O=C(O)CCCn1cc(NC(=O)c2cc(F)c(F)cc2Cl)cn1	?	26%	-1%
COc1ccc(OC)c(-n2c(-c3cccc(C)c3)n[nH]c2=S)c1	6%	-12%	0%
CC(c1ccccc1)C1C(C#N)=C(N)OC2=C1C(=O)CCC2 (configuration not stated)	-17%	-15%	1%
Cc1csc(/C(=N/OC(=O)c2ccco2)C(N)=O)n1	-24%	2%	1%
COc1cccc(CNC(=O)CCCn2nc(C)c3c(C)n(-c4ccccc4)nc3c2=O)c1	?	0%	17%
CCOC(=O)N1CCC(NC(=O)c2ccc(OC)c(CN3CC(=O)N4CCCC4C3=O)c2)CC1 (configuration not stated)	12%	-3%	7%
O=C(CSc1nc2ccc([N+](=O)[O-])cc2[nH]1)NCCc1ccccc1	?	-3%	-22%
CCOC(=O)c1c(NC(=O)C2c3ccccc3Oc3ccccc32)sc(C)c1CC	12%	-10%	-18%
O=C(CN1CCCCCC1)Nc1ccc([N+](=O)[O-])cc1Br	?	-1%	-1%
CCc1noc(-c2ccc(N(C)Cc3ccc(OC)cc3)c([N+](=O)[O-])c2)n1	6.5µM*	-2%	2%
N#C/C(=C/c1ccccc1[N+](=O)[O-])c1nc(C2CC2)cs1	-2%	26%	-17%
CCN(C(=O)COC(=O)c1cccn1C)C1CCS(=O)(=O)C1 (configuration not stated)	13%	-5%	12%
CCc1cccc(NC(=O)c2ccc3c(c2)c(C)c(C)n3Cc2ccc(F)cc2)c1	15µM*	-2%	-14%
Cc1ccc(/C=N/NC(=O)c2nnn(-c3nonc3N)c2CSc2ccccc2)o1	5%	-7%	-1%
CCC(C)CCN1C(Nc2ccccc2)=NC[C@@H]1CC(C)C (some centres not stated)	16µM*	?	-14%
CCCCc1cc(=O)oc2c(C)c(OCC(=O)NCCN3CCOCC3)ccc12	?	-8%	16%
CCOCCCNC(=O)CN1CCN(c2ccc(F)cc2)CC1	-13%	-6%	-18%
Cc1ccc(NC(=O)CC2Nc3ccccc3NC2=O)cc1C (configuration not stated)	-23%	-16%	2%
COc1ccc(C(=O)NCC(C)(c2ccccc2)c2ccccc2)cc1S(=O)(=O)N1CCOCC1	?	.	-1%
COC(=O)c1ccc(Cl)c(NS(=O)(=O)c2ccc3c(c2)OCCO3)c1	5.2µM*	3%	1%
O=C(NCc1ccc(Cl)cc1)C(=O)NCC1OCCCN1S(=O)(=O)c1cccs1 (configuration not stated)	?	-10%	-10%
CCc1ccc(NC(=O)CN(c2ccc(C)cc2)S(=O)(=O)c2c(C)nn(C)c2C)cc1	?	-2%	-4%
CN(Cc1ccon1)Cc1cn(Cc2ccccc2)nc1-c1ccc2c(c1)OCO2	?	-5%	-15%
Cc1ccc(S(=O)(=O)N2CCCC(C(=O)NCc3ccccn3)C2)cc1 (configuration not stated)	-13%	-6%	-5%
Cc1ccc(Cl)cc1N1CCN(C(=O)c2cn(C)c3ccc(S(=O)(=O)N4CCCC4)cc3c2=O)CC1	?	0%	-31%
Cc1ccc(NC(=S)N(CCN(C)C)Cc2cccs2)c(C)c1	-9%	-7%	1%
Cc1ccc(CNC(=O)CNC(=O)c2ccc(C(C)(C)C)cc2)n1C	?	-5%	3%
CCOC(=O)Nc1c(C(=O)OC)[nH]c2cc(OC)ccc12	?	-4%	-9%
CCOC(=O)Cn1nc(-c2ccc(C)cc2)ccc1=O	?	-7%	5%
O=C(CC(C(=O)N1CCc2ccccc21)n1ccnc1)NCc1cccnc1 (configuration not stated)	5%	-4%	1%
CN(C)C(CNC(=O)CN1C(=O)NC2(CCCC2)C1=O)c1ccccc1 (configuration not stated)	4%	-1%	-17%
COc1cc(/C=N/NC(=O)CC#N)ccc1Oc1nc(Cl)ncc1F	-16%	-25%	6%
CCN1C(=O)C2(C(C#N)=C(N)Oc3n[nH]c(C(C)C)c32)c2ccccc21 (configuration not stated)	-24%	-10%	0%
O=C(NCC(c1cccs1)N1CCOCC1)C1CCN(S(=O)(=O)c2c(Cl)cccc2Cl)CC1 (configuration not stated)	?	-16%	2%
CC(C)(C)C1CCc2onc(C(=O)O)c2C1 (configuration not stated)	-12%	2%	0%
O=C(O)CC(SCc1ccc(C(=O)O)o1)C(=O)O (configuration not stated)	-6%	0%	1%
CC(C)(C)NC(=O)C(c1ccncc1)N(C(=O)Cn1nnc(-c2ccc(F)cc2)n1)c1ccccc1 (configuration not stated)	?	0%	3%
Cn1c(N)c(C#N)c2c(c1=S)CSC(C)(C)C2	-1%	-5%	0%
COc1ccc(CNC(=O)C/C(C)=N/NC(=O)COc2ccc(Br)cc2)cc1	21%	4%	-5%
Cc1cc(C)c2nc(NC(=O)c3ccc(OCC4CCCO4)cc3)sc2c1 (configuration not stated)	?	2%	-6%
CCCNS(=O)(=O)c1cc2c(cc1Br)CCN2C(=O)CC	-15%	.	-2%
CCn1nnc2cc(C(=O)Nc3cccc(S(=O)(=O)N(C)C)c3)ccc21	-16%	1%	4%
CCn1nnc2cc(C(=O)Nc3ccc(C)c(Cl)c3)ccc21	-10%	1%	12%
CCOc1ccccc1NC(=O)c1sc2nc(C)cc(C)c2c1N	?	-8%	5%
Cc1cc(C)c2c3c(sc2n1)C(=O)N(Cc1ccccc1)CC(=O)N3	-30%	-14%	-16%
O=C(Nc1ccc2[nH]ccc2c1)c1ccccc1	5%	-5%	-1%
CCOC(=O)c1c(-c2ccc(OC)cc2)csc1NC(=O)CSc1ncnc2sccc12	?	-9%	12%
O=C(O)C1CC(O)CN1S(=O)(=O)c1ccc2ccccc2c1 (configuration not stated)	11%	-4%	-5%
CCOC(=O)c1c(-c2ccccc2)csc1NC(=O)c1cc(-c2cccc(OC)c2)on1	?	-13%	?
CC1CCN(C(=O)CN2C(=O)C(C)(C)Oc3ccc(C(=O)NC(C)C)cc32)CC1	9%	-3%	11%
COc1cc2ccccc2cc1C(=O)N1CCCC1	-1%	-1%	-8%
Clc1ccc2oc(-c3ccccc3)nc2c1	-20%	-8%	-4%
Cc1cc(/C=c2/sc3nc4ccccc4n3c2=O)c(C)n1-c1ccccn1	?	-9%	6%
O=c1cc(O)n(-c2ccc(F)cc2)c(=S)[nH]1	17%	-4%	-1%

Not all compounds are listed (hit frequency here may not be typical).
